Screening results: PubChem, several laboratories
Autophagy mod: modulators of autophagy; calls only at 10 µM (by protocol); 190,000 tested, 0.98% active; MEF GFP-LC3 puncta imaging; test concentration mostly 10 µM;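 active means percentage of spot-positive cells more than 3 SD above its plate mean, without a fluorescence outlier flag or 80% toxicity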;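 further: spot-positive cell cutoff set from DMSO-treated cells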
human PMI inhibitors: MPI inhibition at elevated mannose 6-phosphate – biochemical, fluorescence intensity, high mannose 6-phosphate, primary screen (AID 1220); recombinant PMI enzyme, coupled fluorescence intensity; higher % means a stronger effect; one-dose inhibition, % at 20 µM; IC50 in µM for titrated hits; 190,000 tested, 0.66% active
b-catenin transl: alters nuclear translocation of beta-catenin in HeLa cells; immunofluorescence imaging; nuclear translocation activity, % at 5 µM; 190,000 tested, 0.3% active; AID 1665;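 active means nuclear translocation activity above 50% at 5 µM, with a well cell count of 50 or more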;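 further: per-cell ratio of nuclear to cytoplasmic median beta-catenin stain intensity; plate controls were DMSO negative control for no effect and GSK-3 inhibitor IX positive control for full effect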
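Technique: fluorescence imaging of beta-catenin antibody stain plus DAPI / Material: human HeLa cell line / Incubation: compound treatment 24 h, 37°C, 5% CO2 / Read-out basis: % activation of per-cell nuclear versus cytoplasmic median beta-catenin signal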
Dynein cargo inh: blocks dynein driven cargo transport along microtubules; 3617.4 mouse cells, GR-EGFP nuclear translocation imaging; test concentration mostly 20 µM; stimulated with dexamethasone, 1 µM; stronger effect = lower value; z-score, hits read low; 220,000 tested, 0.47% active; AID 1381;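 active means plate z-score of nuclear minus cytoplasmic receptor signal below a set negative limit, without overly bright fluorescence or cell loss, cut at about -3.5 in these data, passing the limit was not always enough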;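 further: z-score of nuclear minus cytoplasmic ring GR-EGFP intensity difference per well; some compounds called inactive have numbers as strong as hits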
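Also added: dexamethasone, 1.0 µM final. Medium: tet-free, stripped-serum medium. Detection: fixed, Hoechst-stained cells imaged at 10x for EGFP. Read-out: nuclear-to-cytoplasmic GR-EGFP distribution per well. Times: induction 48 h, compound 1 h, agonist 30 min.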
human PMI inhibition: inhibitors of human PMI, primary screen, biochemical, fluorescence intensity, coupled assay (AID 1209); inhibition, % at 20 µM, or IC50 in µM where a hit was titrated; purified PMI enzyme, coupled fluorescence intensity; higher % means a stronger effect; 190,000 tested, 0.42% active;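 further: plate controls were DMSO vehicle for no effect and wells lacking substrate for full effect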
Yfh1-off respiration: mitochondrial function rescue without frataxin homolog – Friedreich's ataxia, plus single-dose screen, dose response (AID 1465); fold induction at 50 µM; hits with a dose series show EC50 in µM; 220,000 tested, 0.074% active; S. cerevisiae Yfh1-off respiration, WST-1 reduction, 72 h; higher fold induction means a stronger effect;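 active means fold induction of absorbance versus untreated yeast above a set limit, then at least 30% activation at any dose in follow-up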;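 further: activators that raise dye reduction in frataxin-depleted yeast; strong numbers were not always called active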
WT yeast gro inh: growth inhibition of WT yeast, mitochondrial fusion screen. mitochondrial fusion phenotypic screen, WT strain. inhibition, % at 10 µM. 190,000 tested, 2.1% active; in the data active means inhibition above about 58%; tested in S. cerevisiae
MT stabilizer: microtubule stabilization, imaging screen | HeLa tubulin immunostaining HCS, 24 h; share of cells brighter than vehicle mean+2SD | 200,000 tested, 0.83% active | AID 2205 | % tubulin-high responders, % at 10 µM;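 active means plate Z-score above 3 for both tubulin-high and condensed-nucleus cell shares, with cell loss under 80%, at 10 µM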;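 further: anti alpha tubulin signal scored within the nucleus-defined area of each cell; some results filed as inactive read as strong as hits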
Ins promoter up: MIN6 insulin promoter up-regulation; 190,000 tested, 0.3% active; MIN6 insulin promoter-GFP reporter, high-content imaging; stronger effect = higher value; AID 1625; z-score at 5 µM;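 active means z-score above 3 at 5 µM with at least 500 cells counted in the well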
WT yeast gro inh mutant strain: further read-out of WT yeast gro inh, marked with its call; inhibition, %; mitochondrial fusion phenotypic screen, mutant strain inhibition
Dynein cargo inh cytoplasmic EGFP: also measured in Dynein cargo inh; calls as there; z-score; measured here: cytoplasmic GR-EGFP intensity; stronger effect = higher value
Dynein cargo inh nuclear GR-EGFP: also measured in Dynein cargo inh; calls as there; z-score; measured here: nuclear GR-EGFP intensity;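 lower value marks the stronger effect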
Dynein cargo inh cell count: further read-out of Dynein cargo inh, marked with its call; z-score; measured here: cell count per field
Ins promoter up cell count: second read-out of Ins promoter up, no call of its own (marks repeat the call); cell count; measured here: cytotoxicity, nuclei count;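 total cells summed across four imaged fields per well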
b-catenin transl cell count 5 µM: second read-out of b-catenin transl, no call of its own (marks repeat the call); cell count; measured here: cell count, cytotoxicity flag
MT stabilizer Hoechst-high %: second read-out of MT stabilizer, no call of its own (marks repeat the call); % Hoechst-high responders; measured here: nuclear condensation Hoechst responders;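 share of cells brighter than vehicle mean plus two SD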
MT stabilizer cytotoxicity %: also measured in MT stabilizer; calls as there; toxicity, %; measured here: cytotoxicity by cell density;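 0% = mean cell density of plate MIN control wells and 100% = no cells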
Autophagy mod cell loss 18 h: further read-out of Autophagy mod, marked with its call; toxicity, %; measured here: cell loss, nuclei count;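 cell loss after 18 h compound exposure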
Starred values were filed as active, the others as inactive; i = inactive; . = not tested or not shown. Unless noted, no stated cut-off is given here; in the data, active means inhibition above about 50%; inactive means the rest.

SMILES	Autophagy mod	Autophagy mod cell loss 18 h	human PMI inhibitors	b-catenin transl	b-catenin transl cell count 5 µM	Dynein cargo inh	Dynein cargo inh cytoplasmic EGFP	Dynein cargo inh nuclear GR-EGFP	Dynein cargo inh cell count	human PMI inhibition	Yfh1-off respiration	WT yeast gro inh	WT yeast gro inh mutant strain	MT stabilizer	MT stabilizer Hoechst-high %	MT stabilizer cytotoxicity %	Ins promoter up	Ins promoter up cell count
COc1cccc(N2C(=O)C3ON(c4ccccc4)C(c4cccs4)C3C2=O)c1 (stereo unspecified)	i	8.5	18.1%	0.5	1149	-0.0301	-0.309	0.102	0.63	10.3%	i	13.5	4.6	1.7	3.6	5.8	0.05	986
COc1ccc(N2CCN(C(=O)NC3CC(=O)N(c4ccc(OC)cc4)C3)CC2)cc1 (stereo unspecified)	i	1.4	8.4%	.	.	-1.13	-0.242	-0.616	1.63	-0.3%	i	2.3	-2.7	3.3	2.1	2.5	-0.19	1182
CCOC(=O)C1=C(C)NC2=C(C(=O)CCC2)C1c1ccc(N(C)C)cc1 (stereo unspecified)	i	-4.4	-23.0%	-1.6	1199	0.309	-0.196	0.209	-0.387	5.6%	i	13.9	23.0	6.2	6.6	12.5	-0.94	1256
COc1ccc(N2CCN(S(=O)(=O)/C=C/c3ccccc3)CC2)cc1	i	26.0	10.4%	0.6	1050	-0.282	-0.222	-0.327	1.33	12.9%	i	16.7	20.8	3.1	2.2	5.3	0.07	2109
COc1ccc(CN=C2NN=C(c3ccccc3)CS2)cc1	i	-5.9	1.1%	-0.2	1102	0.548	-0.197	0.204	0.523	10.2%	i	-11.7	-19.5	2.4	2.8	8.3	1	1084
CC(=O)NC(c1cccc([N+](=O)[O-])c1)c1c(OC(C)=O)ccc2ccccc12 (stereo unspecified)	i	1.0	.	.	.	1.39	-0.0359	0.424	-0.213	.	i	1.4	7.0	4.8	2.2	3.7	.	.
Oc1ccc(O)c(-c2cnns2)c1	i	17.0	8.2%	2.6	464	-2.45	-0.0728	-1.17	0.503	-0.2%	i	-11.9	12.2	1.0	2.3	5.3	0	1152
CCOC(=O)COc1ccc(N)cc1CC(NC(C)=O)(C(=O)OCC)C(=O)OCC	i	5.3	11.8%	0.7	1126	1.71	-0.0902	1.25	-0.381	5.2%	i	-7.1	-3.7	3.2	3.3	6.7	0.33	1263
Cc1ccccc1-c1nc2ccccc2o1	i	-5.1	-3.3%	.	.	0.798	-0.234	0.256	0.117	-0.9%	i	2.7	-5.6	1.0	1.0	14.1	0.26	820
COC(=O)CCN(C(=O)c1cccc([N+](=O)[O-])c1)c1ccccn1	i	7.9	-8.0%	-2.4	1100	0.104	-0.212	0.112	0.279	-7.7%	i	2.4	0.6	2.4	1.8	1.0	-0.13	1352
COCCOC(=O)CSc1ncccc1-c1nc2cc(C)c(C)cc2[nH]1	i	-10.9	-0.6%	-2.5	1022	-0.0641	-0.242	0.00365	0.709	-23.0%	i	28.7	11.1	3.0	1.9	5.7	1.37	1197
Cc1nc(-n2nnc3ccccc32)c2c3c(sc2n1)CCCC3	i	-44.5	9.7%	-9.2	1048	-0.584	-0.338	-0.344	0.39	7.1%	i	43.7	28.5	3.7	1.2	4.4	-0.03	1163
CSc1ccc(CNCCN2CCOCC2)cc1	i	28.8	-9.4%	0.5	1504	1.92	0.037	1.45	-1.88	-8.3%	i	-4.3	-3.8	1.7	1.6	4.5	-0.2	1567
CCc1ccc(NC(=O)C(=O)NCCN2CCN(Cc3ccc([N+](=O)[O-])cc3)CC2)cc1	i	9.0	2.8%	-0.9	1016	-0.581	-0.255	0.593	-0.0124	11.2%	i	8.0	-1.7	1.5	2.2	5.5	0.37	2240
COC(=O)CN(c1ccc(Cl)cc1C)S(C)(=O)=O	i	-2.9	-4.7%	1.4	1003	2.38	0.181	1.27	-1.8	1.2%	i	-1.9	-2.8	1.5	2.4	9.2	-0.31	1407
CC(NC(=O)c1cccnc1)C(c1cccs1)N1CCN(C)CC1 (stereo unspecified)	i	1.6	10.0%	.	.	1.93	-0.205	1.22	-0.401	4.6%	i	2.6	-0.5	4.9	1.6	6.8	0.78	1110
CC(C)(C)NC(=O)CN(C(=O)CN1C(=O)C(=O)c2ccccc21)C(C)(C)C	i	14.6	3.4%	0.7	1064	0.925	-0.0866	0.625	-1.09	0.5%	i	4.5	3.9	1.7	0.7	2.6	-0.66	1223
COc1ccc(C(=O)NCC(O)COc2ccc(C(C)(C)C)cc2)cc1[N+](=O)[O-] (stereo unspecified)	i	-2.6	13.0%	-1.6	973	-0.28	-0.343	-0.361	0.714	15.6%	i	-9.1	-7.7	3.0	3.4	5.3	-0.02	1335
CS(=O)(=O)N(CC(=O)N1CCCCCC1)c1ccc(Br)cc1	i	-4.6	6.5%	-1.7	1027	-0.232	-0.183	0.174	0.264	7.7%	i	-2.6	9.4	1.8	2.1	6.5	-1.03	1751
Cc1coc(=N)n1CC(=O)c1ccc(Cl)cc1	i	-6.1	-10.1%	-1.2	1105	0.842	-0.338	0.177	0.429	-5.3%	i	6.6	-6.0	2.3	0.8	5.2	0.31	1443
COC(=O)CN1C(=S)N(c2ccc(OC)cc2)C(=O)/C1=C/c1cccs1	i	1.2	30.4%	-0.8	904	-0.577	1.86	0.414	0.332	19.7%	i	12.9	8.5	2.7	2.1	0.4	0.55	1336
O=C(O)CCn1cc(/C=C2/NC(=S)N(c3ccccc3)C2=O)c(-c2ccccc2)n1	i	-11.3	-10.1%	-1.0	981	-0.544	0.0257	-0.466	-0.139	-3.9%	i	-15.3	-8.9	3.0	3.0	3.4	.	.
O=C(NCC(=O)N(Cc1ccccc1)C(C(=O)NC1CCCC1)c1ccco1)c1ccco1 (stereo unspecified)	i	-13.0	9.6%	-0.7	1216	-0.474	-0.214	-0.177	0.43	16.9%	i	0.7	11.4	1.9	2.0	0.3	-0.03	1323
COc1ccc(-c2cc(-c3ccccc3)nc(=O)[nH]2)cc1	.	.	.	0.0	1286	0.428	-0.198	0.854	-0.454	.	i	.	.	.	.	.	-0.11	945
O=C(NCCc1ccccc1)N1c2ccccc2Sc2ccccc21	i	-18.1	5.3%	-0.4	1350	0.562	-0.119	-0.117	-0.086	11.1%	i	-4.3	2.9	3.8	2.3	9.7	-1.25	1335
O=C(Cc1cn2ccsc2n1)OCc1nc2ccccc2s1	i	6.6	13.5%	-4.9	854	2.75	-0.143	1.16	-1.36	0.0%	i	7.7	-5.9	1.4	1.5	5.4	1.66	1303
O=C(CS(=O)(=O)c1ccccc1)Nc1ccccn1	i	-35.0	11.7%	-3.7	977	-0.289	-0.286	-0.149	0.646	11.4%	i	-5.7	-4.0	1.4	1.8	8.7	-0.05	1606
COc1ccc(CC(=O)Nc2ccc3c(c2)CCC3)cc1S(=O)(=O)N1CCOCC1	i	6.8	8.6%	-1.0	1004	-0.265	-0.205	-0.12	0.224	-2.9%	i	13.9	-5.0	1.2	1.4	13.0	-0.87	1110
CCOC(=O)c1c(C)[nH]c(C)c1C(=O)CSc1nncs1	i	-5.2	-11.6%	-3.1	1094	-0.215	-0.202	-0.167	0.488	-10.9%	i	4.8	6.6	2.0	2.1	4.2	0.32	1181
O=C(CCn1c(=O)oc2ccccc21)N1CCN(C(c2ccccc2)c2ccccc2)CC1	i	4.7	-4.0%	-7.0	965	0.453	0.843	0.029	0.827	-0.8%	.	9.4	11.1	4.2	2.5	2.6	-1.08	1152
CC(C)C[C@H](NC(=O)OC(C)(C)C)C(=O)N/N=C/c1ccc2nccnc2c1	i	3.4	0.5%	.	.	0.0309	-0.242	-0.00977	0.417	2.0%	i	0.2	6.9	3.4	2.4	3.4	.	.
O=S(=O)([N-]c1nc2ccccc2nc1-[n+]1ccc(Cc2ccccc2)cc1)c1ccc(Br)s1	.	.	.	3.0	1271	-0.69	-0.152	-0.326	0.389	.	i	.	.	.	.	.	-0.15	1022
O[C@@H](CNC[C@H](O)c1ccccc1)c1ccccc1	i	-3.8	0.1%	0.0	1163	-0.584	-0.255	0.0129	0.569	-7.4%	i	0.7	0.9	4.1	2.0	4.9	0.09	1263
O=C(COC(=O)C1(c2cccc(F)c2)CCCC1)NCc1ccc2c(c1)OCO2	i	9.5	2.9%	2.9	1174	-0.709	-0.229	-0.186	0.593	12.8%	i	2.6	-4.0	2.5	1.8	10.4	0.66	1489
CC(=O)Nc1ccc(S(=O)(=O)C(C#N)c2nc3ccccc3nc2NCCN2CCOCC2)cc1 (stereo unspecified)	i	-5.1	-5.5%	-1.9	1015	-0.668	-0.248	-0.689	1.29	0.7%	i	-10.3	-7.6	2.9	3.0	4.1	-0.43	1222
CCN(C(=O)C1CCCCC1)c1nnc(-c2cccnc2)s1	i	5.9	-21.9%	-1.8	914	3.56	0.388	2.08	-2.04	-15.7%	.	-0.8	-2.2	1.5	2.1	9.9	.	.
Cc1ccc(N=Nc2c(C)[nH][nH]c2=O)c(C)c1	i	-6.6	7.1%	.	.	0.266	-0.0531	0.298	0.0921	7.3%	i	-6.2	-6.5	8.1	12.4	30.1	0.01	968
Cc1cc(C(=O)N/N=C/c2cc(Cl)cc([N+](=O)[O-])c2O)c2ccccc2n1	i	0.2	-9.4%	-1.5	907	1.03	0.385	0.565	-0.788	16.3%	i	6.4	-15.1	4.2	2.6	3.1	.	.
